# p53 reactivation: qHTS assay for re-activators of p53 using a Luc reporter | Potency, µM (top dose mostly 92.2 µM), for the others: at the highest dose activity change, positive = activation, actives largely listed as activators | 0.063% of 320,000 active | H1299 p53-A138V BP100-luciferase reporter, luminescence, 24 h | AID 504706, 2011; also: potency is read from the fitted curve at half-maximal effect; % of control where 0% means no effect; nearly all actives have a fitted effect of over 45% in size
#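 p53-null H1299 cells stably carrying temperature-sensitive p53-A138V and a BP100-luciferase reporter were pinned with compounds (4-point, 1:5 series) and held 24 hrs at 37 deg C. Luminescence was read 10 min after detection reagent.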
# Rab9 promoter act: qHTS Assay for Rab9 Promoter Activators; Huh7 Rab9 promoter-luciferase reporter, luminescence, 24 h; Potency, µM (titrated, usually from 9.22 µM), inactives show top-dose activation, negative = inhibition, actives largely listed as activators; 2.8% of 320,000 active; also: potency is read from the fitted curve at half-maximal effect; % of control where 0% means no effect; nearly all actives have a fitted effect of over 60% in size
#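 Huh7 cells stably carrying Rab9 promoter–luciferase reporter, plated 1500 cells/well, compound added after 2 h and incubated 24 h at 37 °C; luciferase luminescence then read after 10 min with detection reagent.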
# PKM2 activator: qHTS Assay for Activators of Human Muscle isoform 2 Pyruvate Kinase; Pyruvate kinase PKM (Homo sapiens), P14618; purified PKM2, Kinase-Glo ATP luminescence, activation; response scale: 0% is enzyme alone, no compound; Potency, µM (doses to about 57.5 µM), without a hit: top-dose activation, actives largely listed as activators; 0.34% of 260,000 active; also: potency is read from the fitted curve at half-maximal effect; % is scaled to controls: 0 for no effect and ±100 for the full control effect; nearly all actives have a fitted effect of over 55% in size
#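 hPK-M2, >95% pure; 0.1 mM ADP / 0.5 mM PEP final; imidazole pH7.2 buffer w/ 7 mM MgCl2, 50 mM KCl; 1 h RT; Kinase-Glo lum. Intermediate enzyme activity for dual inhibitor/activator qHTS.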
# VP16 counter: VP16 counterscreen qHTS for inhibitors of ROR gamma transcriptional activity | Drosophila S2 Gal4-VP16 UAS-luciferase, luminescence, 20 h | Potency, µM (series often up to 53.6 µM), without a hit: at the top dose activity, negative = inhibition, hits mostly inhibitors | 3.5% of 310,000 active | AID 2546, 2010;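 also: Gal4-VP16 expression switched on by copper sulfate through the metallothionein promoter; potency is read from the fitted curve at half-maximal effect; % is scaled to controls: 0 for no effect and ±100 for the full control effect; nearly all actives have a fitted effect of over 50% in size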
# RORgamma inh: qHTS for inhibitors of ROR gamma transcriptional activity; Drosophila S2 Gal4-RORgamma UAS-luciferase reporter, 20 h; Potency, µM (highest dose often 53.6 µM), for inactives: at the top dose activity change, negative = inhibition, actives largely listed as inhibitors; 5.4% of 310,000 active; also: potency is read from the fitted curve at half-maximal effect; % is scaled to controls: 0 for no effect and ±100 for the full control effect; nearly all actives have a fitted effect of over 60% in size
# Target sequence (P51450 whole entry, looked up, the tested form may be a part): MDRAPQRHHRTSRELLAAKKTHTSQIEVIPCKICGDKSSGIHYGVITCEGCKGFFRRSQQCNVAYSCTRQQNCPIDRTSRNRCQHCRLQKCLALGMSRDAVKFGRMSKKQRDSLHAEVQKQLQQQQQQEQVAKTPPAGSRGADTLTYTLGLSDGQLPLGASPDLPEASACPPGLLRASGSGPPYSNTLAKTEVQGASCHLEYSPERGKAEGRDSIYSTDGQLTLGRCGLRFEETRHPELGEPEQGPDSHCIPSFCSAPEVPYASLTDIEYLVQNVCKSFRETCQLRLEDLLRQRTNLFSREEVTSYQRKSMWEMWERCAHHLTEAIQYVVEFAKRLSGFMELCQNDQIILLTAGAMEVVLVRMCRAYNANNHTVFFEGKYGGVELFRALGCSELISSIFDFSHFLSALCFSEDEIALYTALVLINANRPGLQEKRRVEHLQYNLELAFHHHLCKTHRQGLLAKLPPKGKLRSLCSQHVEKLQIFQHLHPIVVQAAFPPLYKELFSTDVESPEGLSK
#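 Stably transfected Drosophila Schneider cells are the test system, with ROR gamma fused to Gal4 and luciferase under UAS control; luminescence is read after 20 hr of 700 uM copper sulfate induction at ambient temperature.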
# Menin MLL FP TR: qHTS Assay for Inhibitors Targeting the Menin-MLL Interaction in MLL Related Leukemias: Competition With Texas Red Labeled MLL-derived Mutant Peptide; 0.23% of 270,000 active; O00255; Potency, µM (highest dose often 61.6 µM), for inactives: at the top dose FP activity change, negative = inhibition, usual class: inhibitors; Menin + Texas Red MLL mutant peptide, fluorescence polarization; active = well fitted inhibition curve with a large enough effect in the polarisation, with a control signal flat, not every such curve was filed as active; inconclusive = small, poorly fitted or top-dose-only effect, or effect the other way, or a change in a side signal; inactive = no such curve, though single readings can be large or run the other way; the % refers to the polarisation; also: potency is read from the fitted curve at half-maximal effect; % of control where 0% means no effect; many of its hits are not listed in these tables
# ELG1 genotox: qHTS screen for small molecules that induce genotoxicity in human embryonic kidney (HEK293T) cells expressing luciferase-tagged ELG1 | HEK293T ELG1-luciferase reporter, luminescence, 16 h | Potency, µM (series often up to 46 µM), for inactives: at the top dose activity change, positive = activation, actives largely listed as activators | 1.3% of 330,000 active; also: potency is read from the fitted curve at half-maximal effect; % of control where 0% means no effect; nearly all actives have a fitted effect of over 60% in size
#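 HEK293T cells expressing luciferase-tagged ELG1 were exposed to compound or DMSO vehicle for 16 hr at 37 °C and 5% CO2. Luciferase activity was then measured with ONE-Glo after 30 min at room temperature.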
# FLuc modulator: qHTS profiling assay for firefly luciferase inhibitor/activator using purifed enzyme and Km concentrations of substrates (counterscreen for miR-21 project) | Luciferin 4-monooxygenase (Photinus pyralis), P08659 | purified FLuc, Km substrates, luminescence inhibition | Potency, µM (doses to about 57.5 µM), for inactives: at the highest dose activity change, negative = inhibition, most hits filed as inhibitors | 6.9% of 360,000 active;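 also: potency is read from the fitted curve at half-maximal effect; plate controls were vehicle for no effect and reference inhibitor for full effect; nearly all actives have a fitted effect of over 55% in size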
# Target sequence (P08659 whole entry, looked up): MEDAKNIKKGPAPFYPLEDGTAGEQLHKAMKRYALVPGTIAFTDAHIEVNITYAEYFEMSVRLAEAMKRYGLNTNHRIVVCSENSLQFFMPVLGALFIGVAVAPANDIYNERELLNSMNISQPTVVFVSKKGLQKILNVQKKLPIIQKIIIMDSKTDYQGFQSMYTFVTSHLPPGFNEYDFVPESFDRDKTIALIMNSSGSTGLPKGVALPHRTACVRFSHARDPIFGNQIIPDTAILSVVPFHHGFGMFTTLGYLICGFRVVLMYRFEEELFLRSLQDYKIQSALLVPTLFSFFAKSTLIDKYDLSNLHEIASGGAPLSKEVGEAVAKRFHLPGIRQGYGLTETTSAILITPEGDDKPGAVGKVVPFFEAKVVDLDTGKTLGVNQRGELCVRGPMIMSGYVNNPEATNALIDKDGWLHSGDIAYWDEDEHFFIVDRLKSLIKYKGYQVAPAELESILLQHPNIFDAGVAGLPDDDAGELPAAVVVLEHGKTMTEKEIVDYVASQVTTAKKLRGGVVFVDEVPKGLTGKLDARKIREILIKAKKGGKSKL
#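 Purified P. pyralis luciferase (10nM final) with 10uM D-luciferin and 10uM ATP (Km levels) in 50mM Tris acetate pH 7.5, 10mM Mg acetate, 0.01% Tween-20, 0.05% BSA; qHTS 6-point titration, ~60 µM downward; luminescence read.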
# BRCA1 expr up: qHTS Assay to Identify Small Molecule Activators of BRCA1 Expression | MCF7-BRCA1-FFLuc reporter, luminescence, 48 h; response scale: scaled: vehicle 0%, 10 µM genistein 100% | Potency, µM (highest dose often 46.1 µM), for inactives: at the top dose activation, most hits filed as activators | 1.1% of 380,000 active | AID 624202, 2012; also: potency is read from the fitted curve at half-maximal effect; nearly all actives have a fitted effect of over 80% in size; some results filed as inactive show a strong effect at the top dose
#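 MCF7 cells carrying a BRCA1-firefly luciferase reporter (2000 cells/well, phenol-red free MEM) were attached for 2 h at 37 °C, then given compounds for 48 h. Luminescence was read 15 min after luciferase reagent; activity normalized to genistein (10 microM) and DMSO.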
# Giardia killer: Small Molecules that selectively kill Giardia lamblia: qHTS | 0.15% of 340,000 active | activity change, % at 7.66 µM, hits read low | Giardia lamblia trophozoite viability; in the data active = activity change below about -80%; inconclusive = between about -30% and that limit;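 also: parasites exposed to compound for two days anaerobically before the ATP read; % is scaled to controls: 0 for no effect and ±100 for the full control effect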
#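 Viability, read as ATP luminescence: trophozoites at 100 cells/well, compound added, 48 hrs anaerobic at 37 deg C, then 15-30 min room-temperature development before reading.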
# NPC1 promoter act: qHTS Assay for NPC1 Promoter Activators; Huh7 NPC1 promoter luciferase reporter, 24 h; Potency, µM (top dose mostly 9.22 µM), without a hit: at the top dose activation, hits mostly activators; 2.4% of 320,000 active; AID 485313, 2010;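 also: potency is read from the fitted curve at half-maximal effect; % of control where 0% means no effect; nearly all actives have a fitted effect of over 60% in size; reporter is driven by a mutant NPC1 promoter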
#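 Readout is luciferase luminescence, reflecting NPC1 promoter activation in stably transfected Huh7 cells after 24 h compound exposure at 37 °C in reduced-serum medium with 10% FBS.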
# Starred values were filed as active, the others as inactive; ? = inconclusive; . = not tested or not shown; & = joins results of further samples; [ ] = another dose, or the depositor's remark. Unless noted, calls follow the shape of the dose curve; as a rule, active = well fitted curve in the direction sought with a large enough effect; inconclusive = small, poorly fitted or top-dose-only effect, or another doubt; inactive = no such curve, though single readings can be large; an effect the other way counts as inactive or inconclusive. Some of the compounds tested, so the mix of outcomes need not match the whole.
SMILES,p53 reactivation,Rab9 promoter act,PKM2 activator,VP16 counter,RORgamma inh,Menin MLL FP TR,ELG1 genotox,FLuc modulator,BRCA1 expr up,Giardia killer,NPC1 promoter act
Cc1ccc(O)c(-c2cc(C(F)(F)C(F)F)[nH]n2)c1,8%,-7%,-5%,-5%,34%[10 µM],?,-1%,-11%,-8%,-17,-2%
COc1cccc(CN2CC(C(=O)N3CCOCC3)CCC2=O)c1 (configuration not stated),?,16%,.,-7%,6%,2%,3%[9.26 µM],?,32%,-24,17%
O=C(Cc1ccccc1[N+](=O)[O-])Nc1cccc(S(=O)(=O)NC2=NCCCCC2)c1,-8%,-4%,.,.,.,.,0%,0%,-29%,-29,-4%
COc1ccc(/C=C2/SC(=S)N(CCC(=O)N3CCN(C)CC3)C2=O)cc1,25%,4%,4%,19%,10µM*,-24%,-9%,?,-68%,5,-5%
Cc1ccc(S(=O)(=O)N2CCOCC2)cc1C(=O)N1CCN(S(=O)(=O)c2cccs2)CC1,-1%,-1%,-2%,7%,-14%,.,1%,0%,-16%,0,-2%
COc1ccc(S(=O)(=O)N(C)CC(=O)Nc2ccc3c(c2)OCCO3)cc1OC,5%,-7%,-2%,1%,0%,22%,4%,-13%,-14%,-2,-4%
CCOc1ccc(=O)n(-c2ccccc2)n1,-2%,2%,-14%,5%,-8%,-24%,-2%,-1%,-6%,9,-1%
O=C(COC(=O)c1ccc2c(c1)OCO2)Nc1ccccc1F,?,-1%,.,.,.,.,2%,?,8%,6,-4%
Cc1ccc(C2=NC3(CCCC3)N=C2SCC(=O)Nc2ccc3c(c2)OCCO3)cc1,3%,-15%,-2%,-4%,?,-3%,-7%,-17%,0%,2,-5%
Fc1cccc(NC(=S)NCc2ccc(Cl)cc2)c1,4%,0%,2%,18µM*,6.3µM*,19%,-6%,1%,16%,1,-1%
CN(CC(=O)Nc1ccc(F)cc1)C(=O)COC(=O)CNC(=O)c1sc2ccccc2c1Cl,3%,0%,.,.,.,.,3%,-20%,-7%,-2,-2%
C=CCC1(CC=C)CCCN1C(=O)c1cc(COc2cncc(Cl)c2)on1,3%,-13%,-1%,?,7%,.,-6%,-7%,.,.,-13%
Cc1cc2nnc(SCC(=O)N3C(C)CCCC3C)n2c(N)n1 (configuration not stated),1%,-3%,-5%,-1%,-3%,24%,2%,-1%,-32%,0,-1%
CN(C)S(=O)(=O)c1ccc(C(=O)N(c2ccccn2)c2ccccn2)cc1,.,.,-3%,-7%,-25%,16%,.,6%,1%,9,.
O=C(NCCc1ccccc1)C(=O)NCC1OCCN1S(=O)(=O)c1ccccc1 (configuration not stated),0%,1%,-1%,0%,-13%,.,0%,2%,1%,14,-2%
CCCn1nc(Oc2nc(NCC)nc(NC(C)C)n2)ccc1=O,-4%,3%,-2%,1%,-16%,-5%,12%,0%,-56%,14,-1%
CN1CCN(S(=O)(=O)c2ccc(N3CCN(C(=O)c4ccccc4)CC3)nc2)CC1,0%,-1%,-3%,-14%,-4%,1%,-6%,-2%,-7%,8,-3%
O=C(NNS(=O)(=O)c1ccc(Br)cc1)c1csnn1,18%,-6%,6%,9%,8%,-4%,0%,-7%,-14%,3,3%
CCCN1CCN(CCCNC(=O)c2cc3c(=O)oc4ccc(C)cc4c3s2)CC1,2%,-6%,.,4%,3%,.,1%,4%,-18%,-19,1%
CCN1CCN(c2cc(C)c3cc(NC(=O)c4ccc(C)c(C)c4)ccc3n2)CC1,0%,7%[1.84 µM],.,-5%,-34%,?,10%,21µM*,0%,-22,21%
COc1cccc(C(=O)Nc2nnc(-c3ccc(F)cc3)o2)c1,14%,-3%,-3%,1.8µM*,5µM*,.,-5%,-18%,-4%,2,-3%
CCOc1ccc(NC(=S)NN2CCN(C)CC2)cc1,-3%,7%,0%,-5%,7%,0%,0%,2%,0%,5,-5%
O=C(COc1ccc(Cl)cc1)OCC(=O)N1CCCC1,17%,-8%,0%,0%,-11%,-1%,1%,0%,12%,-16,-1%
CCCN1C2CCCC1CC(NC(=S)Nc1cccc(C)c1C)C2 (configuration not stated),0%,13%,12%,-8%,5%,.,0%,0%,0%,-1,-2%
CNC(=O)c1ccc(NC(=O)Cc2ccc(S(=O)(=O)N3CCOCC3)s2)cc1,10%,-4%,.,.,.,.,7%,3%,-2%,-29,0%
O=C(NC1CCCC1)C1CCC(=O)N1CCc1ccccc1 (configuration not stated),-3%,-4%,-2%,-8%,3%,4%,0%,1%,1%,-5,-1%
Cn1cc([N+](=O)[O-])c(C(=O)Nc2ccc(C3CCCCC3)cc2)n1,0%,?,2%,-16%,16%,?,14%,11µM*,-59%,-25,14%
N#C/C(=C(/O)COC(=O)COc1cccc(Br)c1)c1nc2ccccc2[nH]1,2%,2%,-3%,13µM*,-11%,.,2%,-4%,13%,?,-3%
COC(=O)c1ccc(COc2ccc(C(=O)c3ccccc3)cc2)o1,1%,12%,-3%,4%,11%,9%,-8%,-12%,31%,4,14%
O=C(NNC(=O)c1cccnc1SCc1cccc([N+](=O)[O-])c1)c1ccc(F)cc1,-7%,-5%,1%,?,?,9%,-6%,4%,-60%,-9,-3%
C#CCOCCOCCOCCNc1nc(N2CCN(C(=O)[C@H]([C@@H](C)CC)n3cc([C@@H](N)CC(C)C)nn3)CC2)nc(N2CCN(C(=O)[C@H](CCCCN)n3cc([C@@H](N)CO)nn3)CC2)n1,2%,8%,-2%,-5%,-9%,-17%,0%,2%,10%,-2,2%
Cc1c(Cl)c([N+](=O)[O-])nn1CCCC(=O)Nc1cccc(Cl)c1,-3%,-6%,-1%,?,?,2%,-2%,10%,-28%,8,-24%
Cc1cnc(-c2nnc(N(C)C(=O)c3cccnc3)s2)cn1,19%,5%,0%,0%,11%,4%,15%,-1%,56%,28,4%
Cc1cc(/C=N/NC(=O)C(=O)NCc2ccccn2)c(C)n1-c1cccc(Br)c1,-5%,-1%,-1%,-1%,0%,-4%,-3%,?,-19%,-10,-5%
Cc1ccccc1N=Cc1cc2c(cc1[N+](=O)[O-])OCO2,14%,-10%,23%,6%,-6%,-4%,3%,?,0%,15,-1%
COc1ccc(NC(=O)CSc2nc3c(c(=O)n2-c2ccc(F)cc2)SCC3)cc1,-2%,-1%,-3%,1%,-2%,?,0%,-1%,0%,-20,-2%
CC(C)(C)c1ccc(C(=O)N2CCN(c3nc4ccccc4o3)CC2)cc1,-4%,-19%,5%,0%,-17%,-1%[11.7 µM],-7%,2%,1%,-8,-4%
COc1ccc(NC(=O)Cn2c(=O)n(Cc3ccco3)c(=O)c3ccccc32)cc1,-5%,1%,4%,2%,16%,.,-2%,3%,1%,2,0%
COc1cc(NC(=O)Cn2nc(C(F)(F)F)c3c2CCCC3)cc(OC)c1OC,-3%,-1%,11%,?,3%,.,-1%,1%&4%,-44%&-49%,5,-1%
O=C(CCSCc1ccccc1Cl)NCc1cccs1,4%,-1%,0%,5%,2%,0%,-14%,?,13%,0,-1%
COc1ccccc1N1CCN(S(=O)(=O)c2ccc3c(c2)NC(=O)C(C)C(=O)N3)CC1 (configuration not stated),.,-4%,2%,0%,4%,7%,2%,1%,0%,7,-1%
C=CCn1c(=O)c2ccccc2n2c(SCC(=O)Nc3sc(C(=O)N(CC)CC)c(C)c3C(=O)OCC)nnc12,0%,0%,-10%,?,-1%,-4%,0%,-5%,-15%,12,4%
O=C(NC1CCC(O)CC1)c1cc(-c2ccc(Cl)cc2)nc2ccccc12 (configuration not stated),-2%,-8%,.,.,.,.,-2%,?,13%,3,0%
CCOC(=O)c1c(N)n[nH]c1-c1ccc(OC)cc1,9%,-2%,-1%,-9%,1%,-3%,-12%,0%,2%,-6,0%
CCc1cc(CC)c(/C=N/NC(N)=O)c(CC)c1/C=N/NC(N)=O,-2%,-1%,1%,2%,8%,-8%,-9%,-2%,-4%,-9,-6%

# Assay outcomes from PubChem.
